Screening data from PubChem.
GPR55 LPI antagonism: GPR55 antagonists blocking LPI-driven arrestin recruitment, primary screen, imaging, U2OS, beta-arrestin-GFP, LPI agonist (AID 2013) | 0.13% of 290,000 active | U2OS GPR55 beta-arrestin-GFP translocation imaging, LPI antagonism; higher % means a stronger effect | inhibition, % at 10 µM; hits with a dose series show IC50 in µM;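 active = spots per cell inhibited over 60%, with over 100 cells counted and total cytoplasm intensity under 500,000; inconclusive = wells with under 100 cells, flagged as likely toxic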;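 also: U2OS cells stably carrying GPR55 and arrestin-GFP stimulated by 5 µM LPI near EC80; imaged beta-arrestin-GFP aggregate spots per cell after agonist stimulation; plate controls were LPI-stimulated DMSO wells for no effect and DMSO wells without LPI for full effect; some results filed as inactive read as strong as hits; confirmed hits need IC50 under 10 µM and bright autofluorescent wells are also inconclusive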
T cell modulator: T cell immune modulators affecting CD8 T cell-vesicle binding; 2C CD8+ T cell-vesicle binding, flow cytometry; active compounds read low; calls only at 7 µM; 0.068% of 330,000 active;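 active = response, share of CD8 T cells binding vesicles, and their 90th percentile fluorescence all below set limits, cut at about 80% in these data, passing the limit was not always enough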
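Benchmarks: naked versus QL9-loaded vesicles / Assay system: purified 2C TCR transgenic mouse naive CD8+ T cells / Technique: high-throughput flow cytometry with anti-B7-1 and anti-CD8 staining / Timing: Cell–vesicle co-incubation 1.5 h at 37 °C, staining 20 min on ice / Read-out: percent CD8+ FL2 mean versus row control / Probe or stimulus: QL9-loaded Drosophila micro-vesicles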
LYP inhibition: inhibitors of LYP phosphatase, biochemical, fluorescence intensity, uHTS (AID 1779) | recombinant LYP phosphatase, fluorescence intensity; higher % means a stronger effect | inhibition, % at 11.5 µM; hits with a dose series show IC50 in µM | 0.054% of 290,000 active; in the data active = inhibition above about 50%;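 also: plate controls were vehicle with enzyme for no effect and no enzyme for full effect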
GPR35 arrestin U2OS: GPR35 antagonists blocking zaprinast-driven arrestin recruitment, primary screen, imaging, U2OS, beta-arrestin-GFP, zaprinast agonist (AID 2058); U2OS GPR35 beta-arrestin-GFP translocation imaging, zaprinast antagonism; higher % means a stronger effect; inhibition, % at 10 µM, or IC50 in µM where a hit was titrated; 0.052% of 290,000 active;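 active = inhibition of at least 50% with at least 30 cells and total cytoplasm GFP at most 10,000,000; inconclusive = under 30 cells or total GFP of 10,000,000 plus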
Hep lipid drop: modulators of hepatic lipid droplet formation; AML12 mouse hepatocytes, oleate lipid droplets, BODIPY imaging; inhibition, % at 6.5 µM; 0.4% of 240,000 active; AID 1656;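 active = lipid droplet intensity inhibited by at least 50%, with more than 500 cells counted; inconclusive = wells with under 300 cells, treated as cytotoxic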
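System: AML12 hepatocytes (mouse). Probe or stimulus: oleic acid at 100 µM to induce lipid droplet formation. Times: overnight treatment with compound plus oleate. Detection: Image-based BODIPY and DAPI two-channel analysis. Evaluation: percent inhibition of filter-corrected integrated lipid droplet intensity per well.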
Rac1 GTP hydrolysis: MgcRacGAP GTPase-activating activity inhibitors, confirmation, biochemical, ADP Hunter fluorescence; MgcRacGAP-stimulated Rac1 GTP hydrolysis, ADP Hunter fluorescence; higher % means a stronger effect; GST-tagged Rac1 F28L mutant substrate; inhibition, % at 30 µM, or IC50 in µM where a hit was titrated; 0.6% of 340,000 active;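 active = first-screen hits whose inhibition reached a set limit at any dose in the follow-up dose series; inconclusive = inhibition above the set first-screen limit but never retested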;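 also: fluorescence reports GDP produced by GAP-driven GTP hydrolysis; strong numbers were not always called active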
GPR55 activation: GPR55 agonists via beta-arrestin recruitment, primary screen, imaging, U2OS cells, beta-arrestin-GFP redistribution (AID 1961). 0.048% of 290,000 active. activation, % at 10 µM, or EC50 in µM where a hit was titrated. U2OS GPR55 beta-arrestin-GFP redistribution imaging; higher % means a stronger effect;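 active = activation above 40% with more than 50 cells counted in the well; inconclusive = wells holding fewer than 50 cells, flagged as toxic or sparse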;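 also: U2OS osteosarcoma cells stably expressing GPR55 and beta-arrestin-GFP; plate controls were DMSO negative control for no effect and LPI positive control for full effect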
NTR1 ag: NTR1-driven beta-arrestin-GFP spot formation – imaging, U2OS cells, high content, primary screen (AID 493036). agonist mode. 0.17% of 330,000 active. activation, % at 20 µM. P30989;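 active = activation at or above 40% of the spot to cytoplasm intensity ratio, with at least 20 cells analyzed; inconclusive = wells under 20 cells, flagged as cytotoxic or low count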;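 also: 0% = DMSO without peptide and 100% = 100 nM NTR1 peptide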
Target sequence (P30989 whole entry, looked up): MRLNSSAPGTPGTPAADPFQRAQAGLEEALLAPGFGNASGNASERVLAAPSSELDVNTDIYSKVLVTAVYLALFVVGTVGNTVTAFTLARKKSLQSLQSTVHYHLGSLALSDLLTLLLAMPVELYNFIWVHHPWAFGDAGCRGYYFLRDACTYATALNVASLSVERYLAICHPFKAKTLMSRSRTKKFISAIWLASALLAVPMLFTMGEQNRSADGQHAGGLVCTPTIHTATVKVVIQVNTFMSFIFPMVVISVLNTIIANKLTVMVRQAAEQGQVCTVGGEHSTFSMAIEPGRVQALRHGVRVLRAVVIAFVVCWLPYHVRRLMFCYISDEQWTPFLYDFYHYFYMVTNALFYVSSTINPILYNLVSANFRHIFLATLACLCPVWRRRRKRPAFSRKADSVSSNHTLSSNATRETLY
SV40 large T antigen: SV40 large T antigen inhibitors, biochemical (AID 1903); SV40 large T antigen ATPase/helicase inhibition assay; higher % means a stronger effect; inhibition, % at 20 µM, or IC50 in µM where a hit was titrated; 0.39% of 310,000 active; in the data active = a potency from the dose series; inconclusive = inhibition mostly from about 32% at the one dose, without a potency; inactive = the rest, 99 in 100 with inhibition below about 32%; also: strong numbers were not always called active
Hep lipid drop cells 6.5 µM: further read-out of Hep lipid drop, marked with its call; cell count; measured here: cell count, cytotoxicity flag;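 cells counted across two imaged fields per well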
T cell modulator vesicle-bound %: further read-out of T cell modulator, marked with its call; double positive events, %; measured here: CD8+ vesicle-bound cell fraction;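 binding gate set so that unloaded-vesicle control wells show 10% double positive cells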
NTR1 ag cell count 20 µM: also measured in NTR1 ag; calls as there; cell count; measured here: cell count, cytotoxicity flag
Numbers without * were called inactive; i = inactive; ? = inconclusive; . = not tested or not shown.

Compound,GPR55 LPI antagonism,T cell modulator,T cell modulator vesicle-bound %,LYP inhibition,GPR35 arrestin U2OS,Hep lipid drop,Hep lipid drop cells 6.5 µM,Rac1 GTP hydrolysis,GPR55 activation,NTR1 ag,NTR1 ag cell count 20 µM,SV40 large T antigen
C=CCN1C(=O)C(CC(=O)Nc2ccccc2)S/C1=N/c1nccs1 (stereo not given),7%,i,57,-6%,-8%,4,741,-5%,-0.2%,-0.5,63,4%
Cc1[nH]c2ccccc2c1SCC(=O)NNC(=O)Nc1ccc(OC(F)(F)F)cc1,0%,i,24,-1%,-16%,-2,746,27%,-0.2%,0.2,50,13%
Cc1cc(C)c2nc(SC(C)C(=O)NCC(=O)Nc3ccc(F)c(F)c3F)cc(C)c2c1 (stereo not given),7%,i,45,-3%,-1%,0,693,4%,-0.2%,26,55,10%
Cc1nc2ccccn2c(=O)c1NC(=O)c1cccc2ccccc12,.,i,32,.,.,.,.,3%,.,-1.1,51,3%
O=C(NCc1ccccc1)Nc1cccn(Cc2c(F)cccc2Cl)c1=O,-7%,i,10,-2%,13%,-37,563,5%,0.8%,0.6,37,7%
Cc1c(NC(=O)CCCCCN2C(=O)C3C4C=CC(C4)C3C2=O)c(=O)n(-c2ccccc2)n1C (stereo not given),16%,i,12,-1%,-8%,-2,575,-1%,-0.3%,3.0,60,-1%
COc1ccc(/C=C(\NC(=O)c2ccccc2)C(=O)N2CCN(C)CC2)cc1,4%,i,19,-5%,-5%,.,.,-4%,.,1.7,55,9%
COc1ccc(C)cc1S(=O)(=O)Nc1cc2c3c(c1)C(C)C(=O)N3CCC2 (stereo not given),.,i,37,.,.,.,.,10%,.,-0.6,77,8%
Cc1c(NC(=O)C(C)N(c2ccccc2)S(C)(=O)=O)c(=O)n(-c2ccccc2)n1C (stereo not given),3%,i,25,-10%,-4%,3,728,5%,0.0%,-0.6,55,-2%
Cc1nc2nc(SCC(=O)c3ccc([N+](=O)[O-])cc3)[nH]c2cc1Br,-3%,i,22,-7%,11%,18,691,14%,0.6%,2.0,65,14%
COc1ccc(Cn2ccnc2SCC(=O)Nc2ccccc2F)cc1,3%,i,62,-8%,13%,-7,654,10%,-0.1%,0.3,68,20%
O=C(Cn1ccc2ccccc2c1=O)NCCC(=O)N1CCN(c2cccc(Cl)c2)CC1,0%,i,7,3%,4%,-10,779,3%,-0.1%,1.3,70,9%
Cc1ccc(C(=O)NNc2nc3ccccc3nc2C(F)(F)F)cc1,6%,i,18,-7%,-10%,.,.,6%,0.0%,-1.2,54,36%
COc1cc(/C=C2\C(=N)N3N=C(C)SC3=NC2=O)cc(Cl)c1OCCOc1ccc(NC(C)=O)cc1,-3%,i,54,-6%,-7%,-26,643,6%,0.6%,-0.7,41,18%
CCN(CC)CCn1c(=S)[nH]c2cc3c(cc2c1=O)OCO3,2%,i,27,3%,-7%,.,.,13%,0.2%,0.4,64,5%
COCC(=O)N1CCCN(c2nc3c(C)cccc3cc2C#N)CC1,9%,i,34,0%,-7%,-2,801,-1%,0.0%,2.2,82,10%
CCc1ccc(CNC(=O)CCc2nc(-c3cccs3)no2)cc1,0%,i,27,-6%,7%,.,.,1%,-0.1%,0.9,48,14%
CCOC(=O)c1cc(CC)sc1NC(=O)CN1CCN(C(=O)C2CCCO2)CC1 (stereo not given),5%,i,66,-4%,9%,9,672,6%,0.0%,0.7,61,2%
COc1ccc(N2CCN(Cc3cc(=O)c(OCC(=O)NC4CCCC4)co3)CC2)cc1,.,i,9,.,.,.,.,16%,.,-0.7,50,20%
CC1=CC(=O)C=C(C)C1=NOS(=O)(=O)c1ccccc1,3%,.,.,0%,1%,-108,302,6%,-0.1%,.,.,?
CCCC[C@H]1COCCS(=O)(=O)N1Cc1cccc([N+](=O)[O-])c1,2%,i,13,-12%,12%,.,.,10%,1.1%,2.0,91,4%
O=C(N/N=C/c1ccccn1)c1cccc(NC(=O)c2ccccc2Cl)c1,2%,i,40,-9%,8%,-1,848,8%,-0.1%,-2.0,81,8%
CCOC(=O)CCS(=O)(=O)c1ccc(-c2ccc(S(=O)(=O)CCC(=O)OCC)cc2)cc1,2%,i,39,-9%,2%,.,.,-2%,0.7%,-0.5,52,-4%
CCCn1c(C(O)c2ccc(OCC)cc2)nc2ccccc21 (stereo not given),2%,i,16,-8%,16%,.,.,14%,-0.1%,-1.7,54,-5%
COc1ccc(NC(=O)C2CCCN2C(=O)NC2CCCCC2)cc1 (stereo not given),0%,i,16,-7%,14%,10,806,7%,-0.1%,0.6,62,-8%
O=C(CSc1nnc2ccccn12)NCc1ccco1,-3%,i,36,-6%,5%,-5,758,2%,-0.4%,1.4,37,3%
O=c1[nH]cnc2nn(-c3ccccc3)nc12,-7%,i,19,-3%,-5%,.,.,4%,0.2%,0.2,70,4%
Cc1ccc(Cl)cc1N1CCN(Cc2nnnn2C2CCCCC2)CC1,-6%,i,59,6%,-4%,.,.,8%,0.2%,1.6,65,11%
C=CCc1ccc(OCC(O)CN2CCc3ccccc3C2)c(OC)c1 (stereo not given),-2%,i,56,-9%,-17%,1,841,7%,0.3%,0.0,46,3%
COC(=O)CNC(=O)C(NC(=O)c1ccc(Cl)cc1)C(C)C (stereo not given),-3%,i,52,-2%,10%,-3,779,-7%,0.0%,3.1,84,25%
CCOC(=O)C1CCCN(C(=O)COc2ccccc2F)C1 (stereo not given),4%,i,53,-2%,4%,9,710,8%,-0.3%,-0.4,68,3%
COc1ccccc1CNC(=O)COC(=O)C1=COCCO1,21%,i,31,-8%,9%,.,.,9%,-0.1%,-0.5,36,6%
FC(F)(F)c1ccnc(NCc2ccco2)n1,-1%,i,47,-3%,-1%,1,714,4%,-0.2%,-0.7,50,20%
CCC(=O)c1cccc2c1N=CC1=C(CC(C)(C)CC1=O)N2,17%,i,37,-10%,-9%,6,744,1%,0.8%,-0.7,56,-1%
COc1ccc(C(=O)N2CCCN(C)CC2)c(OC)c1,-1%,i,59,-1%,11%,0,802,12%,0.3%,-0.1,39,13%
NC(=O)c1ccc(NC(=O)C#Cc2ccccc2)cc1,15%,i,56,-4%,11%,-8,843,3%,-0.1%,0.0,70,24%
CCn1nc(NC(C)=O)c2cc3ccc(C)cc3nc21,2%,i,50,-9%,-1%,1,744,8%,0.3%,-1.4,85,4%
CCN(CC)S(=O)(=O)c1ccc(N2CCCCC2)c(NC(=O)/C=C/c2ccc(OC)c(OC)c2)c1,3%,i,36,5%,-3%,-12,665,9%,-0.2%,0.5,36,0%
O=c1c2ccccc2c(/C=N/n2cnnc2)c(O)n1-c1ccccc1,-2%,i,19,-1%,1%,-1,732,13%,-0.1%,0.1,65,10%
COc1ccccc1CC(=O)NCCCc1ccccc1,-7%,i,24,-12%,0%,4,792,7%,0.6%,0.0,43,9%
CCCCCN(C(=O)NC(=O)Nc1ccccc1OC)S(C)(=O)=O,7%,i,26,-5%,6%,.,.,1%,0.1%,-0.3,62,12%
Cc1ccc(NC(=O)c2c3c(nc4ccccc24)CCC3)cc1,20%,i,66,-2%,8%,24,656,11%,-0.2%,0.9,42,0%
Cc1ccc(/C=C/C(=O)NC(=S)N2CCN(c3ccc(F)cc3)CC2)cc1,5%,i,17,-3%,4%,3,696,3%,0.6%,0.6,45,0%
Cc1ccc(/C=N/NC(=O)c2ccc(OC3CCCC3)cc2)o1,-5%,.,.,3%,3%,3,868,10%,0.0%,0.7,71,.
Cc1ccc(CNC(=O)[C@@H](NC(=O)Cc2ccccc2)C(C)C)cc1,-2%,i,47,-7%,-7%,-11,786,4%,-0.2%,-0.2,64,-3%
CCOC(=O)N1CCN(C(=S)NC(=O)c2ccc(F)cc2)CC1,16%,i,46,-2%,2%,7,651,.,0.2%,0.6,29,6%
Cc1nc2ncccn2c1-c1csc(Nc2cccc(C(=O)O)c2)n1,3%,i,55,-7%,6%,-4,828,.,0.0%,-1.0,84,12%
COc1ccc(OC)c(S(=O)(=O)N2CCN(c3ccccn3)CC2)c1,-4%,i,9,-10%,-1%,.,.,-2%,0.0%,0.6,50,0%
O=C(COC(=O)CNC(=O)c1ccc(Cl)cc1Cl)NC1CCCCCCC1,.,i,41,.,.,.,.,8%,.,1.3,38,21%
CCS(=O)(=O)N1CCN(c2ccccc2)CC1,4%,i,15,1%,10%,-3,729,9%,-0.1%,-0.3,69,4%
O=C(N/N=C/c1cccs1)c1cc(C2CC2)nc2ccccc12,-25%,i,22,-2%,5%,-2,579,4%,1.1%,3.4,61,13%
CCOC(=O)/C=C/C(=O)Nc1ccc(S(=O)(=O)Nc2c(C)cc(C)cc2C)cc1,-2%,i,55,4%,-1%,32,645,1%,0.0%,5.7,93,11%
Cc1[nH]c(-c2ccc(F)cc2)cc1C(=O)N1CCN(c2ccc(Cl)cc2)CC1,-12%,i,40,3%,-2%,3,778,7%,0.0%,17,92,3%
COc1ccc(CC(=O)NNC(=O)c2ccc(SCc3cc(F)ccc3F)c([N+](=O)[O-])c2)cc1,-1%,i,64,-5%,7%,.,.,-2%,-0.1%,-0.6,49,4%
Cc1nn(C)c(NC(=O)c2ccc(Cl)cc2)c1Cl,4%,i,56,2%,14%,-11,788,1%,-0.1%,-0.8,87,6%
